Screens (PubChem BioAssay)
NALP1 inh: inhibitors of NALP1 inflammasome in yeast | S. cerevisiae NALP1/ASC/caspase-1 growth, X-gal OD620, 72 h | inhibition, % at 10 µM | 280,000 tested, 0.61% active | AID 2071; in the data active = inhibition mostly above about 24%, no sharp cut-off; inactive = mostly below about 32%; note: some compounds called inactive have numbers as strong as hits
GPR7 antag: blocks human GPR7 receptor signaling; inhibition, % at 4.4 µM; P48145; AID 1861; 290,000 tested, 1.1% active; GPR7-expressing cells, fluorescence antagonist assay; in the data active = inhibition above about 16%, passing the limit was not always enough;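 note: cells stimulated with the agonist NPW; 0% = agonist with vehicle and 100% = vehicle without agonist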
p-CIP stab down: p/CIP protein destabilization | F442A p/CIP-EGFP cells, EGFP fluorescence, 16 h | AID 1984 | Q05BA5 | decrease of EGFP signal, % at 10 µM | 290,000 tested, 0.01% active;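 active = EGFP signal decrease of at least 30% at 10 µM or well 3 SD below plate mean, unless failing retest; inactive = the rest, including hits failing retest or dose response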; note: some compounds called inactive have numbers as strong as hits; many of its hits are not listed in these tables
PfM18AAP inh: PfM18AAP enzyme inhibition. 290,000 tested, 1.2% active. inhibition, % at 7.35 µM. recombinant PfM18AAP, H-Glu-NHMec fluorogenic cleavage;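 active = inhibition above the campaign mean inhibition over all tested compounds plus 3 SD, cut at about 28% in these data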;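 note: 0% = plate median of test compound wells and 100% = 2 mM ZnCl2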
IDE inh: inhibits human insulin-degrading enzyme in HEK cells. P14735. FAbetaB cleavage, fluorescence polarization. inhibition, % at 5.59 µM. 320,000 tested, 0.41% active. AID 434962;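 active = percent inhibition above the average of all tested compounds plus 3 SD, set per screening campaign, cut at about 16% in these data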;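 note: IDE supplied by intact live HEK cells; FP after avidin binding of uncleaved biotin substrate so inhibition keeps polarization high; 0% = DMSO wells and 100% = 60 µM reference IDE inhibitor Ii1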
Target sequence (P14735 whole entry, looked up): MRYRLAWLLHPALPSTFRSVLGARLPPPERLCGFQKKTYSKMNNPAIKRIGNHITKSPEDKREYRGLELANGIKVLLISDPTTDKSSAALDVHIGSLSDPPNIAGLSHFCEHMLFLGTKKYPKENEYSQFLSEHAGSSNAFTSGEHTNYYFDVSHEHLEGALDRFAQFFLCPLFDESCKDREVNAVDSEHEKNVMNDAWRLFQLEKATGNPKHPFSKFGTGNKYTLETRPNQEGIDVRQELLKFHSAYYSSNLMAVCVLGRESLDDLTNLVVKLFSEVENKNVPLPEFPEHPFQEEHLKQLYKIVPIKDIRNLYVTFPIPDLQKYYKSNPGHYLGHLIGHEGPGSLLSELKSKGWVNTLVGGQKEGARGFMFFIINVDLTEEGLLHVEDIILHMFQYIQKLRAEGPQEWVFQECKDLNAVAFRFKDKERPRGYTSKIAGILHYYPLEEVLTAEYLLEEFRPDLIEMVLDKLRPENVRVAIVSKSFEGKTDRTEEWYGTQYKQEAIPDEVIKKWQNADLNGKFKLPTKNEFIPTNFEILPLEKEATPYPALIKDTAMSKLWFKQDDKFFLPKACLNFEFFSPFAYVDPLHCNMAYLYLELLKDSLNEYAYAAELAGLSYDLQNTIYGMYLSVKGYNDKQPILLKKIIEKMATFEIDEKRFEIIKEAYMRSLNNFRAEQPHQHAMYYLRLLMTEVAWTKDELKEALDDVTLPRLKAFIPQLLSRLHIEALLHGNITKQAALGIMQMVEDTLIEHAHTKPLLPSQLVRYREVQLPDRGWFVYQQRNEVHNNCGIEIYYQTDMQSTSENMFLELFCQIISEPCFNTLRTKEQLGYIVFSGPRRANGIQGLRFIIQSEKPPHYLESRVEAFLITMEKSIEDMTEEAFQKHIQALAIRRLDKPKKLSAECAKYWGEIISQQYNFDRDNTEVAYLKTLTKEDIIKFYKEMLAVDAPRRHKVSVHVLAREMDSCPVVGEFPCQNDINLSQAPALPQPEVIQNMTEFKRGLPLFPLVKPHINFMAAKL
IDE cell activ: boosts human insulin-degrading enzyme activity in HEK cells; P14735; FAbeta-B cleavage, fluorescence polarization; 0% vehicle, 100% cell-free pure enzyme wells; activation, % at 5.96 µM; 340,000 tested, 0.073% active; AID 493087;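 active = activation above the mean of all tested compounds plus 3 SD, set per screening campaign, cut at about 17% in these data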
PHOSPHO1 block: PHOSPHO1 (human) inhibition; recombinant PHOSPHO1, absorbance phosphatase assay; inhibition, % at 13.3 µM; 290,000 tested, 1.1% active; AID 1565; in the data active = inhibition above about 60%
VIM-2 inh: inhibitors of Pseudomonas aeruginosa VIM-2 metallo-beta-lactamase; AID 1527; purified VIM-2, nitrocefin hydrolysis, epi-absorbance fluorescence; inhibition, % at 5.6 µM; 290,000 tested, 0.89% active;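 active = inhibition above the mean of all tested compounds plus 3 SD, cutoff set per screening run, cut at about 7.5% in these data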;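 note: red hydrolysis product quenches plate fluorescence so inhibitors raise well fluorescence; 0% = enzyme with DMSO and 100% = DMSO without enzyme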
IMP-1 inhibitor: inhibitors of Pseudomonas aeruginosa IMP-1 metallo-beta-lactamase; purified IMP-1, nitrocefin hydrolysis, epi-absorbance fluorescence; inhibition, % at 5.6 µM; 290,000 tested, 0.45% active; AID 1556;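 active = inhibition above the mean plus 3 SD of all compounds in the same screening run, cut at about 4.5% in these data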;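 note: 0% = IMP-1 with DMSO and 100% = DMSO wells lacking enzyme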
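System: purified IMP-1 / Input: IMP-1 dispensed at 0.2 nM / Medium: 50 mM HEPES pH 7.1, 50 µM ZnSO4, 0.05% Brij 35 / Timing: 15 min enzyme–compound preincubation, then 25 min nitrocefin reaction, 25 °C / Technique: plate fluorescence quenching by hydrolysis product, ex 480/em 530 nm / Repeats: singlicate testing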
* hit, by the source's call; nt = not tested or not shown.

VIM-2 inh,NALP1 inh,IDE cell activ,IMP-1 inhibitor,IDE inh,p-CIP stab down,GPR7 antag,PfM18AAP inh,PHOSPHO1 block,Molecule
-4.8,8,4,-3.2,nt,-11,-14,29*,36,O=C(O)c1ccccc1C(=O)N1CCN(Cc2ccc3c(c2)OCO3)CC1
nt,28,-2,nt,nt,-7,nt,nt,3,CC(C)c1nc2oc3c(N4CCN(C)CC4)ncnc3c2c2c1CCC2
-2.7,15,2,-3.7,-1,2,1,-7,-4,CCn1c(NC2CCCCC2)nc2ccccc21
-0.1,46,5,2.9,1,0,-1,3,9,c1ccc(-c2noc(-c3ccccc3-c3ccccc3)n2)cc1
-1.7,-6,-10,-2.9,1,-1,-4,-3,-2,COc1cccc(-n2nnc3c(=O)n(Cc4cccc(F)c4)cnc32)c1
-0.8,18,6,-0.1,-4,-11,1,-11,36,CN(c1ccccc1)S(=O)(=O)c1ccc(NC(=O)COc2ccccc2)cc1
-0.9,12,4,-3.4,-1,-5,-5,-7,48,COc1ccc(CCNC(=O)C2CC(=O)N(c3ccc(Br)cc3)C2)cc1OC (stereo not drawn)
-1.1,18,8,-3.2,-8,-5,2,-1,-12,COc1ccc(OC)c(-c2c(=O)n(OCc3ccccc3Br)c3ccccc3[n+]2[O-])c1
-5.1,9,-15,-1.5,0,7,-11,4,33,CCOc1ccc(NC(=O)Cc2ccc(NC3=NC4CS(=O)(=O)CC4S3)cc2)cc1 (stereo not drawn)
-0.9,14,-6,-3.0,0,-13,-3,-11,28,O=C1Cc2ccccc2Sc2ccccc21

Copied from the entries so far for reference:
VIM-2 inh,NALP1 inh,IDE cell activ,IMP-1 inhibitor,IDE inh,p-CIP stab down,GPR7 antag,PfM18AAP inh,PHOSPHO1 block,Molecule
-1.1,18,8,-3.2,-8,-5,2,-1,-12,COc1ccc(OC)c(-c2c(=O)n(OCc3ccccc3Br)c3ccccc3[n+]2[O-])c1
-5.1,9,-15,-1.5,0,7,-11,4,33,CCOc1ccc(NC(=O)Cc2ccc(NC3=NC4CS(=O)(=O)CC4S3)cc2)cc1 (stereo not drawn)

The listing continues.
VIM-2 inh,NALP1 inh,IDE cell activ,IMP-1 inhibitor,IDE inh,p-CIP stab down,GPR7 antag,PfM18AAP inh,PHOSPHO1 block,Molecule
-2.1,nt,4,-2.7,-1,-9,-14,-5,25,COc1nc(OC)nc(N2CCC(NC(=O)C(Cc3cccc(OC)c3OC)NC(C)=O)CC2)n1 (stereo not drawn)
-1.1,19,4,0.6,0,7,-8,1,nt,CC(C)Nc1nc(Cl)nc(NC2CCCCC2)n1
-1.9,1,5,-2.8,-1,2,3,-7,14,COc1ccc(CNC(=O)CN2C(=O)C(C)N(c3ccc(C)cc3)C2=O)cc1 (stereo not drawn)
-2.6,7,-2,-4.5,6,-9,-8,4,10,O=C(CN(Cc1ccccc1)S(=O)(=O)c1ccc(F)cc1)NCc1ccncc1
-1.5,-2,9,-1.1,2,-8,-13,2,34,CNc1cnn(-c2ccc(C)cc2)c(=O)c1Sc1ccc(C)cc1
-2.8,24,6,-2.9,7,-6,-5,-16,11,CC1(C)CC(C(=O)NCCC(c2ccccc2)c2ccco2)CCO1 (stereo not drawn)
-1.5,16,-3,-2.2,3,-12,11,1,22,C/C(=N\NC(=O)c1cc(C)nc2ccccc12)c1ccncc1
1.0,8,6,-0.4,4,-8,0,-9,3,COC(=O)c1[nH]c2ccc(C)cc2c1NC(=O)CN1CCN(C(=O)c2ccccc2)CC1
-0.9,15,2,-4.0,-2,0,-10,2,-21,C[C@@H](C(=O)Nc1nc2ccccc2s1)N1C(=O)C2CC=CCC2C1=O (stereo partly drawn)
-0.8,-4,9,-4.4,-3,6,4,-4,12,COC(=O)c1sc(S(=O)(=O)N2CCC(C(=O)O)CC2)c(C(=O)OC)c1C

The list continues:
VIM-2 inh,NALP1 inh,IDE cell activ,IMP-1 inhibitor,IDE inh,p-CIP stab down,GPR7 antag,PfM18AAP inh,PHOSPHO1 block,Molecule
-2.6,3,0,-1.9,1,-2,-3,-4,6,O=C(NCCc1ccc(F)cc1)c1cc(=O)c2ccccc2o1
-4.7,9,7,-3.1,2,-2,-8,9,-38,Nn1c(Cc2cccc3ccccc23)nnc1SC1CCOC1=O (stereo not drawn)
-2.2,7,-2,0.5,1,-1,-13,6,12,COc1cc(C(F)(F)F)nc(-c2ccccn2)n1
0.6,30,-3,1.4,5,-4,1,5,-9,Cc1c(C(=O)Nc2ccccc2[N+](=O)[O-])csc1-c1ccccc1
-0.9,6,0,-4.2,8,-4,-8,-5,17,COc1ccccc1OCCNC(=O)c1ccco1
1.5,14,-1,-0.5,-3,-3,8,10,3,Cc1cccc(OCCCC(=O)Nc2ccc(N(C)C)cc2)c1
-0.3,24,1,3.6,-12,-9,-16,0,38,Cc1ccc(NC(=O)Cn2c(=O)c3cccn3c3ccccc32)c(C)c1
-0.6,-25,1,0.7,-4,16,-6,-4,-18,COc1ccc(-n2c(SCC(=O)NCCCN3CCCC3=O)nnc2C(C)N2CCCCC2)cc1 (stereo not drawn)
-0.7,-127,2,-1.9,4,-8,-6,-7,-5,Cc1ccccc1N1CCN(S(=O)(=O)c2ccccc2)CC1
-4.5,7,-3,-5.4,0,0,-5,0,10,CN(C(=O)CCNC(=O)Cn1cnc2ccccc2c1=O)c1ccc(F)cc1

Next results:
VIM-2 inh,NALP1 inh,IDE cell activ,IMP-1 inhibitor,IDE inh,p-CIP stab down,GPR7 antag,PfM18AAP inh,PHOSPHO1 block,Molecule
0.4,0,6,-1.2,-2,-4,-19,-2,-63,COc1ccc(NS(=O)(=O)c2ccc(C)c(C(=O)NCc3cccnc3)c2)cc1
-0.3,0,0,-0.6,2,-5,-5,0,7,CCn1nc(CC(=O)Nc2ccc(-n3cnnn3)c(OC)c2)c2ccccc2c1=O
-2.9,-3,-2,-1.6,-3,-20,4,5,12,Cc1ccc(C)c(NS(=O)(=O)c2cc(C(=O)NCc3ccccn3)ccc2C)c1
-3.3,8,2,-4.1,-1,11,-17,1,23,Cc1ccsc1/C=N/NC(=O)Nc1ccccc1
0.4,-104,4,-0.9,-3,-7,17,4,-19,c1ccc(Cc2nnc3sc(C4COc5ccccc5O4)nn23)cc1 (stereo not drawn)
-3.7,22,4,-6.6,2,-4,-1,-5,4,O=C(Nc1ccc(C(=O)N2CCCC2)cc1)Nc1ccc(Cl)cc1Cl
-1.1,-4,6,-2.3,0,6,-10,-1,-8,CCN(CC)CCOC(=O)c1ccccc1Br
-2.6,12,0,-2.6,-5,6,-3,0,16,COc1ccc(C(CC(=O)NCCCN2CCOCC2)NS(=O)(=O)c2ccc(C)cc2)cc1 (stereo not drawn)
-0.1,23,-1,-3.3,0,3,-5,1,-4,CCOC(=O)C1=NN(C(=O)c2ccccc2)C(O)(c2ccc(C)cc2)C1 (stereo not drawn)
-0.7,18,5,-1.6,1,-2,-11,-2,11,CCOc1ccc(C(=O)SC2=NCCS2)cc1

Continuation.
VIM-2 inh,NALP1 inh,IDE cell activ,IMP-1 inhibitor,IDE inh,p-CIP stab down,GPR7 antag,PfM18AAP inh,PHOSPHO1 block,Molecule
-4.1,10,3,-3.0,4,6,6,4,11,O=C(CCCn1c(=O)[nH]c2cc(Cl)ccc2c1=O)NCCC1=CCCCC1
-4.5,-11,2,-4.5,-6,0,-6,3,34,Cc1cc(=O)oc2cc(OCC(=O)NC3CCCC3)ccc12
-1.1,20,3,-0.3,-3,14,-4,-6,28,CN(C)CC(=O)c1c(N)n(Cc2ccccc2)c(=O)n(C)c1=O
0.2,-46,4,-0.3,-4,-30,-5,-5,nt,CCC(C)C(Nc1ncnc2scc(-c3ccccc3)c12)C(=O)O (stereo not drawn)
-0.9,28,1,0.6,-2,-9,-5,3,12,CS(=O)(=O)N1CCc2cc(C(=O)N3CCN(c4ccccc4F)CC3)ccc21
0.2,7,5,-1.1,nt,-8,-8,-2,11,CN1CCN(NC(=O)Nc2cc(Cl)cc(Cl)c2)CC1
-2.5,-5,5,-1.9,-2,0,1,42*,13,O=C(CSC1=NCCN1)C1COc2ccccc2O1 (stereo not drawn)
-1.9,-4,0,-2.2,-5,5,-19,1,2,O=C(CN1CCOCC1)Nc1cccc(Br)c1
-0.7,-2,3,-3.0,-3,0,-6,-4,7,O=C(CCS(=O)(=O)c1ccccc1)Nc1ccccc1N1CCOCC1
-0.5,5,5,-0.3,2,4,4,-5,29,CCCNc1c(NC(=O)c2cccs2)c(=O)oc2ccccc12

Next part
VIM-2 inh,NALP1 inh,IDE cell activ,IMP-1 inhibitor,IDE inh,p-CIP stab down,GPR7 antag,PfM18AAP inh,PHOSPHO1 block,Molecule
3.9,-16,2,1.6,-1,-17,3,0,-1,O=c1c2[nH]c3cccc(Cl)c3c2ncn1CCN1CCCCC1
0.6,1,5,-0.9,3,2,9,-17,-16,Cn1nnc(NCc2cc(Br)ccc2OCc2ccccc2F)n1
-3.8,18,-1,-7.5,-4,-13,3,6,-29,CN1C(=O)/C(=C2/C=Cc3ccccc3N2CCCS(=O)(=O)O)SC1=S
-1.2,40,5,-3.6,4,-1,-7,-8,-12,Cn1nnc2cc(C(=O)NC3CC3)ccc21
-2.2,11,-4,-2.9,-1,8,2,0,20,CC(NC(=O)CN(C)Cc1ccc(Br)cc1)c1ccccc1 (stereo not drawn)
-2.1,17,5,-2.8,-1,0,-10,0,1,CC(C)(C)c1nc(NCCN2CCOCC2)c2nnn(Cc3ccccc3Cl)c2n1
1.1,9,5,0.2,-1,-7,-1,-13,15,[N-]=[N+]=NC[C@H](Cc1ccccc1)N1CC[C@@H](OCc2ccccc2)CCC1=O
-4.2,-22,8,-3.7,-3,-10,5,3,37,CCOC(=O)C(C(=O)OCC)C1OC(=O)c2cc3c(cc21)C(=O)OC3C(C(=O)OCC)C(=O)OCC (stereo not drawn)
-2.1,1,1,-4.3,11,-9,6,5,38,CC(=O)N1CCOc2ccc(S(=O)(=O)N3CCC(C(=O)Nc4ccc(C)cc4)CC3)cc21
-3.1,9,3,-2.4,-1,-2,-4,3,24,COc1ccc(S(=O)(=O)N2CCOCC2)cc1NC(=O)CCc1nc2ccccc2c(=O)[nH]1
-3.4,0,5,-3.9,0,-1,0,0,33,COc1ccccc1N1CCN(C(=O)C(=O)c2cn(CC(=O)N3CCOCC3)c3ccccc23)CC1
-3.9,-2,6,-3.9,-1,0,-3,-5,39,CN(C)c1ccc(NC(=O)c2cn(-c3ccccc3)nc2-c2cccs2)cc1
